Compound activity (PubChem)
KAT2A inh: inhibitors of human GCN5L2 histone acetyltransferase | Potency, µM (top dose mostly 58.9 µM), for the others: top-dose activity change, negative = inhibition, usual class: inhibitors | hit rate 0.21% among 390,000 | GCN5L2 HAT assay, ThioGlo1 CoA-SH fluorescence | AID 504327 | Q92830
Target sequence (Q92830 whole entry, looked up): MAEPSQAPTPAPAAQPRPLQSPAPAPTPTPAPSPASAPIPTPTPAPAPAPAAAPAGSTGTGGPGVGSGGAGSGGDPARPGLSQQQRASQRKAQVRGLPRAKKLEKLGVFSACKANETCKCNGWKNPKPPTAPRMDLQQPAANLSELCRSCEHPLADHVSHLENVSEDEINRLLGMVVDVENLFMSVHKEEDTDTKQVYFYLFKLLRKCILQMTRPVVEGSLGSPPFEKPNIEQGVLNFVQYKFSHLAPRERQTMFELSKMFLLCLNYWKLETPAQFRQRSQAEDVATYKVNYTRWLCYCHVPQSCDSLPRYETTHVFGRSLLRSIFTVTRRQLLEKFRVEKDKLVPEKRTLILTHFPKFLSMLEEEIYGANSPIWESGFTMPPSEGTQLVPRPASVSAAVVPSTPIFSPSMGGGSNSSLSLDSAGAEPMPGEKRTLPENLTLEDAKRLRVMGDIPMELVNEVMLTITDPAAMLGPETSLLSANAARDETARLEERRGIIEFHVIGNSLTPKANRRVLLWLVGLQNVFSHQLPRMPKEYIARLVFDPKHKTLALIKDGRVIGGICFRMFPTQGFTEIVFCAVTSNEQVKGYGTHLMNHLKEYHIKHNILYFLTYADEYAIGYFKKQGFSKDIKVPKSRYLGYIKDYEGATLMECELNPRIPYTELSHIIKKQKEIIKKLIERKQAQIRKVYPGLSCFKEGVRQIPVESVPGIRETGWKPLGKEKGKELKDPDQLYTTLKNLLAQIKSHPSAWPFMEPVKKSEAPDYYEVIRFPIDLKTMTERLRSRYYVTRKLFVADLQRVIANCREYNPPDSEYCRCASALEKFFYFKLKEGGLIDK
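Fluorescence readout, Ex340nm/Em540nm: ThioGlo1 (50uM final) reacts with free CoA thiol released as 20nM GCN5L2 acetylates H3(1-25) peptide (75uM) using acetyl-CoA (70uM). Compound and enzyme sat 15 min beforehand; 20 min room-temperature reaction.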
DT40 TDP1 no CPT: qHTS for Inhibitors of human tyrosyl-DNA phosphodiesterase 1 (TDP1): qHTS in cells in absence of CPT. DT40 Tdp1-/- hTDP1 cells, no CPT, ATP luminescence, 48 h. Potency, µM (titrated, usually from 46.2 µM), for the others: at the top dose activity change, negative = growth inhibition, usual class: inhibitors. hit rate 15% among 420,000; further: nearly all actives have a fitted effect of over 55% in size
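Stably hTDP1-transfected Tdp1-null chicken DT40 cells were treated with library compounds minus camptothecin and grown for at least 48 hr at 37 °C, after which cellular ATP was quantified by luminescence.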
DT40 TDP1 CPT: DT40-hTDP1 cell growth loss with CPT; chicken DT40 Tdp1-/-;hTDP1 cells + 20 nM CPT, ATP luminescence, 48 h; Potency, µM (series often up to 46.2 µM), for the others: at the top dose activity change, negative = growth inhibition, usual class: inhibitors; hit rate 12% among 420,000; AID 686979; further: nearly all actives have a fitted effect of over 55% in size
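Cell growth measured by CellTiter-Glo luminescence after a minimum 48 h, 37 C compound exposure with 20 nM CPT in Tdp1-knockout DT40 cells stably expressing hTDP1, seeded 400/well; qHTS titration format.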
* hit, by the source's call; ? = inconclusive; / = not tested or not shown; & = joins results of further samples; [ ] = another dose, or the depositor's remark. The call rests on the fitted dose curve; in most records, active means well fitted curve in the direction sought with a large enough effect; inconclusive means small, poorly fitted or top-dose-only effect, or another doubt; inactive means no such curve, though single readings can be large; an effect the other way counts as inactive or inconclusive. On the % scale 0 is the no-effect control and ±100 the full control effect; potency means the concentration at half of the fitted maximal effect. This is a subset. The share of hits here may be higher or lower than overall.

A first look (five entries):
[1] O=P(O)(O)C(Cl)(Cl)P(=O)(O)O
[2] O=C(NCC1=C(c2ccc3ccccc3c2)C[C@@H]2CC[C@H]1N2Cc1ccco1)c1cccnc1
[3] CN(C)P1(N(C)C)=Nc2c(c(N)nn2C)C(c2ccccc2)=N1
[4] NC(=O)[C@@H]1CCCN1C(=O)[C@H](Cc1ccccc1)NC(=O)[C@@H]1CCCN1C(=O)[C@@H](N)Cc1ccc(O)cc1
[5] CN1/C(=C\C=C2C(=O)NC(=O)NC2=O)C(C)(C)c2ccccc21
assay / compound	1	2	3	4	5
KAT2A inh	-2%&-9%	/	-5%	10%	-5%
DT40 TDP1 no CPT	0%	?	-11%&0%	14%[4.12 µM]	-28%
DT40 TDP1 CPT	13%	-27%	1%&-11%	-4%[4.12 µM]	?

Results, previewed entries included:
[1] O=P(O)(O)C(Cl)(Cl)P(=O)(O)O
[2] O=C(NCC1=C(c2ccc3ccccc3c2)C[C@@H]2CC[C@H]1N2Cc1ccco1)c1cccnc1
[3] CN(C)P1(N(C)C)=Nc2c(c(N)nn2C)C(c2ccccc2)=N1
[4] NC(=O)[C@@H]1CCCN1C(=O)[C@H](Cc1ccccc1)NC(=O)[C@@H]1CCCN1C(=O)[C@@H](N)Cc1ccc(O)cc1
[5] CN1/C(=C\C=C2C(=O)NC(=O)NC2=O)C(C)(C)c2ccccc21
[6] Cc1ccc(Cl)cc1N1CCN(C(=O)c2cn(C)c(=O)c3c2c2ccccc2n3C)CC1
[7] CS(=O)(=O)CCN1CC2CCCC(C2)C1
[8] Cc1cc(C=O)c(C)n1CC1CCCO1 (stereo not drawn)
[9] O=S(=O)(c1ccc(Cl)cc1)N1CCN(C2CCN(Cc3ccccc3)CC2)CC1
[10] CC(C)CN1CC2(CCN(C(=O)c3ccncc3)CC2)C1
assay / compound	1	2	3	4	5	6	7	8	9	10
KAT2A inh	-2%&-9%	/	-5%	10%	-5%	-14%	/	-8%	-8%	5%
DT40 TDP1 no CPT	0%	?	-11%&0%	14%[4.12 µM]	-28%	18µM*	-4%	-6%	?	4%
DT40 TDP1 CPT	13%	-27%	1%&-11%	-4%[4.12 µM]	?	?	9%	1%	?	-15%

[11] COc1ccc(CCN)cc1O
[12] Cc1nc2ccccc2c(=O)n1-c1cc([N+](=O)[O-])cc([N+](=O)[O-])c1
[13] Cc1c(N=Nc2c(O)n(C)c(=O)n(C)c2=O)c(=O)n(-c2ccccc2)n1C
[14] CCOC(C(=O)OCCCN(CC)CC)(c1ccccc1)c1ccccc1
[15] O=S(=O)(NC1CN2CCC1CC2)c1ccc(Cl)cc1 (stereo not drawn)
[16] CCOC(=O)c1cccc(C2=C(CNC(=O)c3ccc([N+](=O)[O-])cc3)[C@H]3CC[C@@H](C2)N3Cc2ccccc2)c1
[17] CC[N+](CC)(CC)CCOC(=O)C(C1CCCC1)C1CCCC1
[18] N[C@@H](Cn1cc(I)c(=O)[nH]c1=O)C(=O)O
[19] Cc1ccc([C@H]2C[C@H](n3cc(C4CC4)nn3)[C@@H](O)CN2Cc2cccs2)cc1
[20] CCCCC1(CCC)C(=O)NC(=S)NC1=O
assay / compound	11	12	13	14	15	16	17	18	19	20
KAT2A inh	/	-1%	-5%	0%	-8%	/	/	-4%	/	/
DT40 TDP1 no CPT	-20%&4%	?	5%	?	3%	?	11µM*	-4%	?	-7%
DT40 TDP1 CPT	-25%&-2%	?	-3%	-18%	7%	?	?	9%	-31%	15%

[21] Cc1ccc(Cl)cc1NC(=O)N(Cc1ccc2c(c1)OCO2)C1CCN(Cc2ccccc2)CC1
[22] C[C@@H]1O[C@@H](O[C@H]2C[C@@H](O)[C@]3(CO)[C@H]4[C@H](O)C[C@]5(C)[C@@H](C6COC(=O)C6)CC[C@]5(O)[C@@H]4CC[C@]3(O)C2)[C@H](O)[C@H](O)[C@H]1O (stereo partly drawn)
[23] CCc1cc2c(s1)N(CC(=O)OC)C(=O)CN=C2c1ccccc1OC
[24] C=C1CCN([C@@H](Cc2ccccc2)C(=O)Nc2ccc(OC)cc2)S(=O)(=O)c2ccccc21
[25] COc1cc(/C=N/NP(=S)(c2ccccc2)c2ccccc2)ccc1O
[26] COc1ccc(Nc2nc(N)nc(CSc3nc4ccccc4s3)n2)cc1
[27] CN1C(=O)C(Cc2cccs2)C(=O)N(C)C1=O
[28] CCOC(=O)[C@]12Cc3cc4c(cc3[C@H]1N(Cc1ccccc1)C(=O)c1ccccc12)OCO4
[29] Clc1ccc(C2N3CCCN23)c(Cl)c1 (stereo not drawn)
[30] O=C1c2cccc(N3CCNCC3)c2C2CCCCN12 (stereo not drawn)
assay / compound	21	22	23	24	25	26	27	28	29	30
KAT2A inh	-1%	2%	-2%	/	-16%	-15%	4%	/	-7%	/
DT40 TDP1 no CPT	13µM*	?	?	?	-1%	16µM*	-18%	15µM*	-15%	?
DT40 TDP1 CPT	?	-9%	-23%	?	-1%	15µM*	4%	?	-9%	?

[31] O=C(c1cccc2ccccc12)C1CCCN(C2CCC2)C1 (stereo not drawn)
[32] Cc1ccc(N(C)C(=O)Oc2ccc(C(=O)c3ccc(Cl)cc3)cc2)cc1
[33] COC(=O)c1ccc(-n2c(C)nc3ccccc3c2=O)cc1
[34] Cc1cccc(-n2c(O)c(C=NC34CN5CN(CN(C5)C3)C4)c(=O)[nH]c2=O)c1
[35] CCNC(C)Cc1cccc(C(F)(F)F)c1 (stereo not drawn)
[36] CC(NCc1ccc(Cl)cc1)C(O)c1ccccc1 (stereo not drawn)
[37] CCCC(C)n1[nH]c(=O)c2c1NC(=O)CSC2c1ccc(OC)cc1 (stereo not drawn)
[38] Cn1cc(C(=O)OCC(=O)NC2CCCCC2)c2ccccc21
[39] CN(C)c1ccc(/C=C/C=C2/C(=O)NC(=O)N(c3ccccc3)C2=O)cc1
[40] CCn1cc(C(=O)N2CCC3(CC2)OCCO3)c(=O)c2cc(S(=O)(=O)N3CCCC3)ccc21
assay / compound	31	32	33	34	35	36	37	38	39	40
KAT2A inh	-5%	-9%	2%	-6%	9%	1%	-5%	-2%	-5%	-7%
DT40 TDP1 no CPT	?	?	8%	6%	-15%	-14%	-5%	-16%	4.1µM*	-7%
DT40 TDP1 CPT	-13%	?	5%	7%	2%	1%	-1%	-15%	2.9µM*	3%

In the list so far, 3 have a thiophene ring, fused or not:
[19] Cc1ccc([C@H]2C[C@H](n3cc(C4CC4)nn3)[C@@H](O)CN2Cc2cccs2)cc1
[23] CCc1cc2c(s1)N(CC(=O)OC)C(=O)CN=C2c1ccccc1OC
[27] CN1C(=O)C(Cc2cccs2)C(=O)N(C)C1=O
assay / compound	19	23	27
KAT2A inh	/	-2%	4%
DT40 TDP1 no CPT	?	?	-18%
DT40 TDP1 CPT	-31%	-23%	4%

Next compounds.
[41] O=C(O)c1ccc(Cl)nc1
[42] CN1CCC(N2CC3CC(C2)c2cccc(=O)n2C3)CC1 (stereo not drawn)
[43] CCCSc1ncc(Cl)c(C(=O)N(Cc2ccccc2)c2ccc(OC)cc2)n1
[44] N#C/C(=C\c1ccc(N2CCCCC2)c([N+](=O)[O-])c1)c1nn(-c2ccccc2)c(N)c1C#N
[45] CCn1c(O)c(C=Nc2ccc(S(N)(=O)=O)cc2)c(=O)n(CC)c1=S
[46] Cc1c(O)c(O)cc2c1CC=C1[C@]3(C)CC[C@]4(C)CC[C@@](C)(C(=O)O)CC4[C@]3(C)CC[C@]12C (stereo partly drawn)
[47] CCOC(=O)c1ccc(N=Cc2c(O)n(-c3ccc(OC)cc3)c(=S)[nH]c2=O)cc1
[48] CCOP(=O)(OCC)C(O)c1ccc2c(c1)OCO2 (stereo not drawn)
[49] CC12CC[C@H]3[C@@H](CCC4(O)C[C@H](O)CCC34/C=N/NC(=O)c3ccccc3F)C1(O)CCC2C1=CC(=O)OC1 (stereo partly drawn)
[50] COc1cc(C[C@@H](C)N)c(OC)cc1C
assay / compound	41	42	43	44	45	46	47	48	49	50
KAT2A inh	0%	-4%	-5%	-6%	-7%	-17%	-15%	2%	-24%	/
DT40 TDP1 no CPT	?	-8%	4.6µM*	?	?	4.1µM*	-6%	4%	21%	?
DT40 TDP1 CPT	?	-8%	7.3µM*	-18%	?	7.3µM*	0%	6%	2%	-26%[92.5 µM]

[51] O=C1NC(=O)N(c2ccc(F)cc2)C(=O)/C1=C/c1ccc2c(c1)CCCN2Cc1ccccc1
[52] CC(=O)Nc1ccccc1C(=O)C(=O)Nc1cccc(C(=O)N2CCC3(CC2)OCCO3)c1
[53] CC(=O)N1c2ccc(S(=O)(=O)N3CCCC(C(=O)Nc4cc(C)cc(C)c4)C3)cc2CC1C (stereo not drawn)
[54] COc1ccc(-n2c(-c3ccco3)nc3ccccc3c2=O)cc1
[55] Cc1c(NC(NC(=O)CF)C(Cl)(Cl)Cl)c(=O)n(-c2ccccc2)n1C (stereo not drawn)
[56] COc1cc(C[C@H](C)N)c(OC)cc1C
[57] CC(C)Oc1ccc(Cc2c(O)[nH]c(=O)[nH]c2=O)cc1
[58] COc1ccc(C(=O)CC(c2ccc(OC)c(OC)c2)c2c(O)c3ccccc3oc2=O)cc1OC (stereo not drawn)
[59] Cc1cc(NC(=O)c2cccn(Cc3ccccc3)c2=O)no1
[60] O=C(c1cc(=O)[nH]c2ccc(Br)cc12)N1CCC2(CC1)OCCO2
assay / compound	51	52	53	54	55	56	57	58	59	60
KAT2A inh	21%	-4%	-10%	37%[activator]	-5%	/	-1%	/	-2%	-12%
DT40 TDP1 no CPT	?	-13%	?	23µM*	-13%	-19%[92.5 µM]	-6%	-19%	-8%	-15%
DT40 TDP1 CPT	?	4%	?	?	6%	-15%[92.5 µM]	-5%	12%	-7%	?

[61] COC(=O)C1=COC(C)C2CN3CCC4(C(=O)Nc5ccccc54)C3CC12 (stereo not drawn)
[62] O=C1NCN(c2ccccc2)C12CCN(C(c1cccc3ccccc13)c1nnnn1-c1ccc3c(c1)OCCO3)CC2 (stereo not drawn)
[63] COc1cc(/C=C/c2nc3ccccc3c(=O)n2-c2ccc(Br)c(C)c2)ccc1O
[64] COc1ccc(N2CCN(C(=O)CCCCCn3c(=S)[nH]c4ccc(N5CCOCC5)cc4c3=O)CC2)cc1
[65] Cc1ccccc1Cn1cnc2c(oc3ccccc32)c1=O
[66] Cc1ccccc1OCC(=O)N1CCN(CCc2ccccn2)CC1
[67] CN1CCN(c2cccc3c2C(=O)c2ccccc2C3=O)CC1
[68] CN1CC2([N+](=O)[O-])CC=C(Cl)C([N+](=O)[O-])(C1)C2 (stereo not drawn)
[69] Clc1cccc(C2NCc3ccccc3-n3cccc32)c1 (stereo not drawn)
[70] Cc1cccc(C(O)(C(=O)NNC(=O)CN2CCN(C)CC2)c2cccc(C)c2)c1
assay / compound	61	62	63	64	65	66	67	68	69	70
KAT2A inh	-15%	/	-2%	/	-2%&-14%	-8%	2%	-4%	-7%	3%
DT40 TDP1 no CPT	?	?	16µM*	2.9µM*	?	-2%	-18%	1%	?	-16%
DT40 TDP1 CPT	?	?	21µM*	4.1µM*	?	3%	?	0%	?	3%

Compounds shown so far with bromine:
[60] O=C(c1cc(=O)[nH]c2ccc(Br)cc12)N1CCC2(CC1)OCCO2
[63] COc1cc(/C=C/c2nc3ccccc3c(=O)n2-c2ccc(Br)c(C)c2)ccc1O
assay / compound	60	63
KAT2A inh	-12%	-2%
DT40 TDP1 no CPT	-15%	16µM*
DT40 TDP1 CPT	?	21µM*

Later entries:
[71] CC1CCCCC1NC(=O)CNC(=S)N1CC2CC(C1)c1cccc(=O)n1C2 (stereo not drawn)
[72] O=c1cccc2n1CC1CC2CN(c2ncnc3c2cnn3-c2ccc(Cl)cc2)C1 (stereo not drawn)
[73] CC1CCC(NC(=O)CNC(=S)N2CC3CC(C2)c2cccc(=O)n2C3)CC1 (stereo not drawn)
[74] O=C1NC(=S)NC(=O)C1Cc1ccccc1O
assay / compound	71	72	73	74
KAT2A inh	-1%	-5%	-1%	/
DT40 TDP1 no CPT	16%	-4%	24%	8%
DT40 TDP1 CPT	16%	-3%	4%	9%
